Rac1 GTP hydrolysis: MgcRacGAP GTPase-activating activity inhibitors, confirmation, biochemical, ADP Hunter fluorescence; AID 624330; MgcRacGAP-stimulated Rac1 GTP hydrolysis, ADP Hunter fluorescence; higher % means a stronger effect; GST-tagged Rac1 F28L mutant substrate; hit rate 0.6% among 340,000; one-dose inhibition, % at 30 µM; IC50 in µM for titrated hits;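 active means first-screen hits whose inhibition reached a set limit at any dose in the follow-up dose series; inconclusive means inhibition above the set first-screen limit but never retested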;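 further: fluorescence reports GDP produced by GAP-driven GTP hydrolysis; strong numbers were not always called active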
Dengue-2 NS5 capping: Dengue-2 NS5 methyltransferase inhibitors, primary screen, biochemical, confirmation dose response (AID 588689); Dengue-2 NS5 methyltransferase capping enzyme assay, biochemical; higher % means a stronger effect; hit rate 0.3% among 340,000; one-dose inhibition, % at 25 µM; IC50 in µM for titrated hits; in the data active means a potency from the dose series; inconclusive means inhibition above about 29% without an active follow-up result
K1F lysis inhibition: inhibition of K1F phage lysis, E. coli UTI89, bacterial capsule biogenesis inhibitors, alamar blue (AID 488966). hit rate 0.02% among 340,000. E. coli UTI89 K1F phage lysis, alamar blue, 2 h; higher % means a stronger effect. inhibition, % at 100 µM; hits with a dose series show IC50 in µM;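 active means phage lysis inhibition, versus mean bacterial control, above a set limit; inconclusive means no clear call, values can overlap the other calls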;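 further: capsule biogenesis inhibitors block K1F phage lysis so surviving cells raise fluorescence; higher fluorescence means more inhibition of phage lysis; actives were called in the ten point dose series up to 300 µM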
Dengue-2 NS5 capping pilot replicate: also measured in Dengue-2 NS5 capping; calls as there; inhibition, %; measured here: pilot screen replicate inhibition
Numbers without * were called inactive; i = inactive; ? = inconclusive; [ ] = remark or other dose. This is a subset, so the mix of outcomes need not match the whole.

SMILES	Rac1 GTP hydrolysis	Dengue-2 NS5 capping	K1F lysis inhibition	others
COc1ccc2nc(NN=C(C)c3ccccn3)cc(C)c2c1	11.7%	7.3%	4.3%
O=S(=O)(c1cccc(-c2n[nH]c(=S)n2-c2cccc(C(F)(F)F)c2)c1)N1CCOCC1	11.1%	3.7%	0.2%[50 µM]
Cc1ccccc1C(=O)N[C@H](C(=O)OCC(=O)NC1CC1)C(C)C	-0.2%	0.7%	0.8%[50 µM]
Cc1noc(C)c1NC(=O)N(C)C[C@H]1Oc2c(NC(=O)C3CC3)cccc2C(=O)N([C@H](C)CO)C[C@@H]1C	6.7%	-2.5%	0.0%
C#CC1(O)CCC2C3CCc4cc(O)cc(C)c4C3CCC21C (stereo not given)	11.2%	-3.9%	-0.3%
CN(CC(=O)Nc1ccccc1Cl)C(=O)COC(=O)c1cccs1	1.9%	-3.3%	0.3%[50 µM]
Cc1cc(C(=O)COC(=O)Cc2ccc(Cl)cc2)c(C)n1C	-0.4%	-2.7%	2.5%
Cc1cccn2c(=O)c3cc(C#N)c(=N)n(Cc4cccnc4)c3nc12	1.0%	-7.7%	0.7%
S=c1ncc2[nH]c(=S)[nH]c2[nH]1	?	20.6%	0.1%
COc1ccc(O)c(CN2CC3CCC(CC3)C2)c1	0.1%	-1.9%	2.3%
C#CCOCCOCCOCCNc1nc(N2CCN(C(=O)Cn3cc(CCCCN)nn3)CC2)nc(N2CCN(C(=O)[C@H](C)n3cc(CCC(=O)O)nn3)CC2)n1	-1.6%	0.8%	0.0%
CCN(C[C@H]1N[C@@](C)(C(=O)OC)[C@H]2C(=O)N(C)C(=O)[C@@H]12)S(=O)(=O)c1ccc(OC)cc1	1.5%	-5.0%	-0.3%	Dengue-2 NS5 capping pilot replicate=4.2
Nc1ncnc2c1ncn2[C@@H]1O[C@H](CNCc2ccccc2OCC(=O)N2CCCCC2)[C@@H](O)[C@H]1O	1.8%	0.3%	0.5%	Dengue-2 NS5 capping pilot replicate=1.8
OC1COC(c2ccccc2)OC1C(O)C1OC(c2ccccc2)OCC1O (stereo not given)	-3.1%	4.0%	2.0%
CCN(CC)S(=O)(=O)c1ccc(Cl)c(NC(=O)COC(=O)c2nc3nc(C)cc(C)n3n2)c1	4.7%	1.5%	-0.2%[50 µM]
C[C@H]1COC(=O)[C@@H](Cc2ccc(F)cc2)C/C=C\C[C@@H](CC(=O)NCCO)C(=O)N1	1.6%	-1.6%	0.5%
CS(=O)(=O)c1ccc(-c2sc3cc4c(cc3c2C(=O)NN2CCOCC2)OCO4)cc1	3.9%	-0.7%	0.2%
CCN(C[C@H]1N[C@@](Cc2ccccc2)(C(=O)OC)[C@H]2C(=O)N(C)C(=O)[C@@H]12)C(=O)C1CCCCC1	2.4%	-6.9%	0.0%	Dengue-2 NS5 capping pilot replicate=-4.2
O=C(/C=C/c1ccc([N+](=O)[O-])cc1)Nc1cccc(S(=O)(=O)NC2=NCCCCC2)c1	3.5%	-3.1%	-3.1%
O=C(NCC1CCCO1)c1cc(-c2ccncc2)nc2ccccc12 (stereo not given)	14.7%	-12.5%	0.9%[50 µM]
ON=C1CCCC2CCCCC12 (stereo not given)	-2.9%	0.8%	-0.3%
O=C(Nc1ccc(Cl)cc1)OCCN1CCOCC1	-16.5%	-1.6%	-0.3%
CCOc1ccc(C=NNC(=O)c2ccc(-n3cnnn3)cc2)cc1	4.4%	0.7%	1.4%[50 µM]
COc1ccc(CCN2CC(C(=O)N(C)CC(=O)Nc3ccc(Cl)c(C(F)(F)F)c3)CC2=O)cc1OC (stereo not given)	7.7%	-0.7%	1.7%[50 µM]
COc1cc(NC(=O)COc2ccc(-n3cnnn3)cc2)cc(OC)c1OC	5.2%	-13.3%	0.6%[50 µM]
Cc1c(NS(=O)(=O)c2cccc(C(=O)N3CCCC3)c2)c(=O)n(-c2ccccc2)n1C	-0.1%	4.4%	0.5%[50 µM]
COc1cc(OC)cc(C(=O)N[C@H](C(=O)NC2=NCCS2)C(C)C)c1	9.2%	-4.6%	0.9%[50 µM]
CSc1ccccc1NC(=O)CN(C)CC(=O)c1[nH]c(C)c(C(C)=O)c1C	3.1%	-8.8%	2.4%
Cc1ccc(CNC(=O)COC(=O)c2cc(=O)[nH]c3ccccc23)cc1	7.4%	1.5%	0.9%[50 µM]
CC1Cc2cccc3ccc(=O)n(c23)C1 (stereo not given)	2.6%	5.4%	2.7%
CCOC(=O)C(Cc1nc(OCc2ccccc2)cc(OCc2ccccc2)n1)=NO	-16.7%	4.0%	-2.5%
OCC1OC(n2cnc3c(NCc4ccco4)ncnc32)C(O)C1O (stereo not given)	2.7%	-2.3%	4.0%
Cc1ccc(NC(=O)CNNC(=O)c2cccc([N+](=O)[O-])c2)cc1[N+](=O)[O-]	10.9%	-3.2%	2.2%
COc1ccc(C(=O)NCC(=O)OCC(=O)c2c(C)[nH]c3ccccc23)cc1OC	4.8%	-7.9%	1.2%
Cc1ccc(OC(C)C(=O)OCC(=O)Nc2sccc2C(N)=O)cc1 (stereo not given)	3.7%	2.2%	0.9%[50 µM]
N#Cc1cccc(S(=O)(=O)NNC(=O)C23CC4CC(CC(C4)C2)C3)c1	2.1%	-5.4%	-0.9%
CCN(C(=O)COC(=O)c1ccccc1OCc1ccc(Cl)cc1)C1CCS(=O)(=O)C1 (stereo not given)	-1.1%	5.8%	-2.3%
CCc1cccc(C)c1NC(=O)c1cc(-c2ccncc2)nc2ccccc12	-0.7%	-16.1%	-0.8%[50 µM]
O=C1C=Cc2cccc3ccc(O)c1c23	3.6%	-0.8%	-4.4%
NS(=O)(=O)c1cccc(NC(=O)COC(=O)CCC2CCCC2)c1	4.0%	-12.1%	-0.2%
C[C@H](CO)N1C[C@H](C)[C@@H](CN(C)S(C)(=O)=O)Oc2ccc(NC(=O)CCC(F)(F)F)cc2C1=O	9.8%	-2.4%	0.2%
CCOc1ccc(OCCCC(=O)N(C)CC(=O)Nc2ccccc2Br)cc1	1.0%	-0.4%	0.1%
Cc1cc(C)n2nc(C(=O)OCC(=O)Nc3cc(S(=O)(=O)N4CCOCC4)ccc3Cl)nc2n1	1.5%	-1.5%	0.6%[50 µM]
Cc1cc(C)n2nc(C(=O)OCC(=O)N(CC(C)C)C3CCS(=O)(=O)C3)nc2n1 (stereo not given)	3.6%	-2.4%	-1.3%
CN(c1ccccc1)S(=O)(=O)c1cccc(NC(=O)CCNC(=O)c2ccc(Cl)cc2)c1	8.4%	3.7%	-0.4%[50 µM]
CC[C@H](C)[C@H]1CNC(=S)N1CC1CCN(CCC(C)(C)C)CC1	11.6%	3.3%	0.2%	Dengue-2 NS5 capping pilot replicate=4.0
CCNc1nc(C)nc2c1cnn2C	7.1%	8.9%	-1.4%
Nc1ncc(C(=O)O)c(-c2ccccc2)n1	3.7%	3.2%	-0.8%
CCN(C(=O)COC(=O)/C=C/c1ccco1)c1c(N)n(Cc2ccccc2)c(=O)[nH]c1=O	-2.9%	-3.0%	-0.2%[50 µM]
COCc1ccc(-c2c(-c3ccc(OC)cc3)oc(=O)c3cc(OC)c(OC)cc23)cc1	10.5%	-10.7%	0.0%
CN(Cc1ccccc1)C(=O)COC(=O)c1ccc(Br)o1	1.8%	5.6%	0.6%
CC(=O)c1ccc(S(=O)(=O)Nc2c(C)nn(C)c2C)cc1	4.5%	-3.7%	0.7%[50 µM]
O=c1[nH]c(=S)c2[nH]c(=S)n(-c3ccccc3)c2[nH]1	?	-8.0%	-0.4%
COc1ccc(NC(=O)c2ccc(NC(=O)CN3CCN(c4ccc(O)cc4)CC3)cc2)cc1	62.9µM*	3.6%	-0.7%
CC[C@]12c3[nH]c4cc(CCC(=O)N(C)C)ccc4c3CCN1C(=O)[C@@H](CC(=O)NCc1ccco1)C[C@@H]2C(=O)N1CCN(C(=O)C2CC2)CC1	5.5%	-4.3%	-0.1%	Dengue-2 NS5 capping pilot replicate=-4.5
CCOC(=O)c1ccc(S(=O)(=O)N2CCN(CCc3ccncc3)CC2)cc1	0.1%	-1.5%	1.5%[50 µM]
COc1ccc(/C=C2\Oc3ccccc3C2=O)cc1	13.7%	-7.4%	6.7%
COC(=O)[C@]1(C)N[C@H](CN(C)S(=O)(=O)c2ccc(OC(F)(F)F)cc2)[C@@H]2C(=O)N(C)C(=O)[C@@H]21	2.3%	2.6%	0.1%
C[C@H](CO)N1C[C@H](C)[C@@H](CN(C)S(=O)(=O)c2ccc(F)cc2)Oc2ccc(NS(=O)(=O)c3ccc(F)cc3)cc2C1=O	7.4%	0.8%	-0.3%
Nc1cc(S(=O)(=O)N2CCOCC2)ccc1Oc1cccc(Br)c1	-4.4%	-10.9%	-0.7%[50 µM]

(more compounds)
SMILES	Rac1 GTP hydrolysis	Dengue-2 NS5 capping	K1F lysis inhibition	others
Cc1[nH]c2ccc(C(=O)OC(C)C(=O)N(C)C3CCCCC3)cc2c1C (stereo not given)	2.9%	0.7%	1.2%[50 µM]
COc1ccc(CNc2nc(NCc3ccc(OC)cc3)c3ncn(C4CCCC4)c3n2)cc1	9.0%	8.4%	1.7%
O=C(COC(=O)Cc1ccc(Cl)cc1)NCc1cccs1	6.2%	-7.7%	0.9%[50 µM]
COc1ccc(NC(=O)COC(=O)CCNC(=O)c2ccco2)cc1Cl	3.0%	-0.8%	1.2%[50 µM]
CC(=O)c1cccc(NC(=O)COC(=O)Cn2cnc3ccccc32)c1	6.6%	1.5%	2.2%[50 µM]
CC[C@H]1CCCCc2ccccc2[C@@H](C(=O)C[C@@H](O)CC(C)=O)OC1=O	-6.8%	2.6%	-0.2%	Dengue-2 NS5 capping pilot replicate=-0.6
COCCCNC(=O)CC1C[C@H](C(=O)N2CCCCC2)[C@@]2(C)c3[nH]c4ccc(OC)cc4c3CCN2C1=O (stereo not given in full)	0.3%	-4.0%	0.3%	Dengue-2 NS5 capping pilot replicate=0.6
CCC(CO)Oc1cc(NC(=O)c2cccc(C)c2)c2ncn(C(C)C)c2c1 (stereo not given)	8.2%	-10.8%	2.5%
CSCCC(NC(=O)c1ccc(Cl)cc1Cl)C(=O)N1CCN(C(=O)c2ccccc2)CC1 (stereo not given)	5.8%	-4.4%	0.7%[50 µM]
NC(=O)C1=C(N)c2ccccc2C1c1ccccc1 (stereo not given)	0.8%	2.3%	0.1%
COC(=O)CCCN1C(=O)NC(c2ccc(-c3ccccc3)cc2)C(C(=O)OCc2ccccc2)=C1C (stereo not given)	3.6%	-1.3%	0.3%	Dengue-2 NS5 capping pilot replicate=1.8
O=C1NC[C@H](Cc2ccccc2)N(C[C@H]2CCCN2C[C@H](Cc2ccccc2)N2C[C@H](Cc3ccc(O)cc3)N(CC3CCCCCC3)C(=O)C2=O)C1=O	12.1%	-12.6%	0.2%	Dengue-2 NS5 capping pilot replicate=0.0

Gathered by group, the entries above containing a thiophene ring, fused or not.
SMILES	Rac1 GTP hydrolysis	Dengue-2 NS5 capping	K1F lysis inhibition	others
CN(CC(=O)Nc1ccccc1Cl)C(=O)COC(=O)c1cccs1	1.9%	-3.3%	0.3%[50 µM]
CS(=O)(=O)c1ccc(-c2sc3cc4c(cc3c2C(=O)NN2CCOCC2)OCO4)cc1	3.9%	-0.7%	0.2%
Cc1ccc(OC(C)C(=O)OCC(=O)Nc2sccc2C(N)=O)cc1 (stereo not given)	3.7%	2.2%	0.9%[50 µM]
O=C(COC(=O)Cc1ccc(Cl)cc1)NCc1cccs1	6.2%	-7.7%	0.9%[50 µM]

New compounds follow:
SMILES	Rac1 GTP hydrolysis	Dengue-2 NS5 capping	K1F lysis inhibition	others
Cn1c(=O)c2[nH]c(Cc3ccsc3)nc2n(C)c1=O	2.4%	8.8%	i
c1ccc(CCn2cccc2)nc1	-0.2%	0.8%	0.2%
Clc1ccc(-c2nnc(-c3ccc4ccccc4c3)o2)cc1	-3.4%	-1.9%	3.7%
C=CC[C@@H](CC(=O)N(CCO)Cc1ccccc1)C(=O)N[C@H](COC(=O)[C@@H](CC=C)Cc1ccc(F)cc1)c1ccccc1	3.5%	-13.6%	-0.9%
CN(C(=O)CSc1nc2ccccc2c(=O)n1-c1ccccc1F)C1CCS(=O)(=O)C1 (stereo not given)	-2.0%	3.2%	1.6%
Cc1ccc(NC(=O)OC(C)N2CCCCC2)cc1NC(=O)OC(C)N1CCCCC1 (stereo not given)	3.6%	-1.6%	-3.8%
COc1cccc(C=NNc2nnc(NN=Cc3cccc(OC)c3OC)c3ccccc23)c1OC	5.4%	-13.5%	6.8%
COc1ccc(CNC(=O)COC(=O)Cc2ccc(Br)cc2)cc1	4.2%	6.2%	-3.9%

A stretch from the list above:
SMILES	Rac1 GTP hydrolysis	Dengue-2 NS5 capping	K1F lysis inhibition	others
CN(C(=O)CSc1nc2ccccc2c(=O)n1-c1ccccc1F)C1CCS(=O)(=O)C1 (stereo not given)	-2.0%	3.2%	1.6%
Cc1ccc(NC(=O)OC(C)N2CCCCC2)cc1NC(=O)OC(C)N1CCCCC1 (stereo not given)	3.6%	-1.6%	-3.8%
COc1cccc(C=NNc2nnc(NN=Cc3cccc(OC)c3OC)c3ccccc23)c1OC	5.4%	-13.5%	6.8%
COc1ccc(CNC(=O)COC(=O)Cc2ccc(Br)cc2)cc1	4.2%	6.2%	-3.9%

Screens deposited in PubChem BioAssay by Southern Research Specialized Biocontainment Screening Center.
